TWEAK Fn14 block – TWEAK-Fn14 signaling inhibition. TWEAK-stimulated Fn14 reporter cells, luciferase luminescence, 8 h. inhibition, % at 10 µM. actives 2% (n = 360,000). AID 1159606; in the data active = inhibition above about 50%
COUP-TFII inh – blocks human COUP-TFII nuclear receptor; HEK293T NGFI-A luciferase reporter, luminescence; inhibition, % at 8.6 µM; P24468; actives 0.7% (n = 370,000);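 active = inhibition above a per-plate cutoff, mean inhibition of test wells between control levels plus 3 SD, cut at about 38% in these data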;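 note: cells cotransfected with COUP-TFII expression vector driving the NGFI-A reporter; 0% = median of COUP-TF2 test wells and 100% = reporter-only cells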
EBV LMP1 NFkB – Epstein-Barr LMP1 NF-kappaB reporter inhibition | LMP1-induced NF-kappaB luciferase reporter cells, luminescence | inhibition, % at 12.5 µM | actives 0.69% (n = 350,000) | AID 504558; in the data active = inhibition above about 41%;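 note: 0% = neutral control wells and 100% = reference inhibitor control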
NOD2 RIPK2 PPI – inhibitors of human NOD2-RIPK2 interaction | CHO BLA complementation NOD2-RIPK2, CCF4 ratio | inhibition, % at 4.98 µM | actives 0.38% (n = 360,000) | AID 624267; in the data active = inhibition above about 21%;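 note: 0% = vehicle only and 100% = reference blocker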
Target sequence (O43353 whole entry, looked up): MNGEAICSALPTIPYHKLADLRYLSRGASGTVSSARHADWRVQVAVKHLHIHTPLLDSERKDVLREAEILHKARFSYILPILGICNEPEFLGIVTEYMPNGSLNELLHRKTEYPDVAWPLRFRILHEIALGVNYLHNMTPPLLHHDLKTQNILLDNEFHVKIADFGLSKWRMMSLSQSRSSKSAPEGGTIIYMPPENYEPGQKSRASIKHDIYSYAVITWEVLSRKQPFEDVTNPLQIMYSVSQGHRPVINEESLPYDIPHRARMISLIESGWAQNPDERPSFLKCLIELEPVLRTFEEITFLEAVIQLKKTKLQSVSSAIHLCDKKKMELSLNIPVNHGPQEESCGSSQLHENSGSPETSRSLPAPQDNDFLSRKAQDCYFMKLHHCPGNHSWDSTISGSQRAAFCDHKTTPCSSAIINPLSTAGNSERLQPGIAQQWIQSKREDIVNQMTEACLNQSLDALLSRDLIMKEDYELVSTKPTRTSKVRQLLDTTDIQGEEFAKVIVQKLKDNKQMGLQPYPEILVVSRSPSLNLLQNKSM
C8 TRAIL sens – caspase-8 TRAIL sensitization; actives 1% (n = 360,000); NB7+C8 cells + TRAIL, ATPlite viability luminescence; inhibition (viability loss, TRAIL sensitization), % at 10 µM;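 active = compounds causing at least 50% loss of cell viability in the single-dose screen, relative to plate controls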
TLR9-MyD88 block – inhibitors of human TLR9-MyD88 binding. Q9NR96+Q99836. inhibition, % at 4.98 µM. actives 0.21% (n = 340,000). CHO BLA complementation TLR9-MyD88, CCF4 FRET ratio;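 active = inhibition above the mean over all tested compounds plus 3 SD, cut at about 21% in these data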;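 note: 0% = DMSO only wells and 100% = clavulanate BLA inhibitor control wells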
SRC1 inh – inhibits human SRC1 coactivator; Q15788; HEK293 GAL4-SRC1 luciferase reporter, luminescence; inhibition, % at 3.6 µM; actives 0.12% (n = 360,000);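 active = inhibition above the campaign mean plus 3 SD, with each screening campaign given its own cutoff, cut at about 60% in these data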;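 note: 0% = DMSO treated cells and 100% = gossypol at 36 µM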
NCOA3 inh – inhibits human SRC3 coactivator | AID 588352 | HEK293 GAL4-SRC3 luciferase reporter, luminescence | inhibition, % at 3.6 µM | Q9Y6Q9 | actives 0.17% (n = 360,000);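 active = inhibition above a per-campaign cutoff, the mean of all compounds plus 3 SD, cut at about 60% in these data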;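 note: 0% = DMSO-treated cells and 100% = gossypol-treated cells at 36 µM; higher means less SRC3-driven luciferase light from the GAL4 reporter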
TROY NFkB inh – TROY signaling inhibition | inhibition, % at 10 µM | Q293 LMP1-TROYcd NF-kB luciferase reporter, 4 h | actives 0.98% (n = 360,000);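 active = compounds whose plate-normalised and pattern-corrected inhibition of the luciferase reporter signal at the single screening dose is 50% or more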
SRC2 inh – human SRC2 (NCOA2) inhibition | Q15596 | HEK293 GAL4-SRC2 luciferase reporter, luminescence | inhibition, % at 9 µM | actives 0.17% (n = 370,000);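 active = inhibition above the mean inhibition of all tested compounds plus 3 SD, set per campaign, cut at about 52% in these data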;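 note: 0% = DMSO treated cells and 100% = cells given Gossypol at 36 µM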
LRH-1 inv ag – inverse agonists of human LRH-1 (NR5A2) | O00482 | HEK293T StAR-luciferase reporter, LRH-1 transfected, 24 h | inhibition, % at 3.6 µM | actives 0.13% (n = 360,000) | AID 602396;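 active = inhibition above the mean inhibition of all tested compounds plus 3 SD, cut at about 73% in these data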;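 note: 0% = DMSO wells and 100% = reporter-only cells lacking LRH-1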
Target sequence (O00482 whole entry, looked up): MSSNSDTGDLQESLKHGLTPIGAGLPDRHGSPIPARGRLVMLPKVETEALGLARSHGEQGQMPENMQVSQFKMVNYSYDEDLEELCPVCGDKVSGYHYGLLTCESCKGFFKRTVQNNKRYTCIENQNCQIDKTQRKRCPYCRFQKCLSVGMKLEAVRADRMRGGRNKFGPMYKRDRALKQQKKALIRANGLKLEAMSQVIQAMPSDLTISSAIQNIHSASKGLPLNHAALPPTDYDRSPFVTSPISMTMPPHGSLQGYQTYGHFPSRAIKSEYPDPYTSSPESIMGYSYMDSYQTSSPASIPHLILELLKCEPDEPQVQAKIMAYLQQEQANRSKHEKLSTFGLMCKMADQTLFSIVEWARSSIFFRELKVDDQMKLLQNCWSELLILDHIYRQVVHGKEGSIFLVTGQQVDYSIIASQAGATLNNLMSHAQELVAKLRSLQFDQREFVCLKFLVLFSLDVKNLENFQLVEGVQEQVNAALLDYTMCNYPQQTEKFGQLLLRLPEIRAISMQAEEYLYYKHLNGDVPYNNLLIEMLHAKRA
Numbers without * were called inactive; / = not tested or not shown; & = joins results of further samples; ! = not active in a repeat. These rows are one share of the data; count on the stated rates, not on these rows.

SMILES	TWEAK Fn14 block	COUP-TFII inh	EBV LMP1 NFkB	NOD2 RIPK2 PPI	C8 TRAIL sens	TLR9-MyD88 block	SRC1 inh	NCOA3 inh	TROY NFkB inh	SRC2 inh	LRH-1 inv ag
O=C(CC(c1ccccc1)c1ccccc1)N1CCN(c2ccccn2)CC1	22	9	-3	0	12	3	-7	-3	8	6	8
COc1ccccc1CN(CC(=O)NCc1ccc(F)cc1)C(=O)c1csnn1	1	0	-6	2	4	-8	-5	-4	1	23	-4
O=C(CN1CCC(n2nnc3cc(C(F)(F)F)ccc32)CC1)Nc1ccc2c(c1)OCCO2	75*	9	16	7	-4	-5	4	6	64*	11	-4
S=C(NCC1CCCO1)Nc1ccc(Nc2ccccc2)cc1 (centres undefined)	-27	-6	3	-2	15	-10	-16	3	-3	-6	6
O=C(Nc1ccnn1C1CCN(C(=O)c2cccc(C(F)(F)F)c2)CC1)C1CC1	5	10	6	6	-1	4	19	4	-7	-36	18
CCOC(=O)c1cncc(C#CCO)c1	1	7	1	6	0	-1	5	3	17	2	-2
O=C(NCCO)N1c2ccccc2Sc2ccccc21	-1	-7	3	-2	-20	1	15	5	-32	-1	-1
CCN(C(=O)COC(=O)c1cc([N+](=O)[O-])ccc1N1CCOCC1)C1CCS(=O)(=O)C1 (centres undefined)	-5	2	-1	-2	13	-3	-1	2	-11	10	-7
COc1cc(CN2CCc3ccccc3C2)cc([N+](=O)[O-])c1O	0	-34	-5	-13	5	8	-23	12	10	-1	11
Cc1nn(Cc2ccc(Cl)cc2)c(C)c1NC(=O)c1cc(C(C)C)on1	23	44*	-2	2	11	-6	16	16	37	-9	42
CCN=C1SC(C(=O)NCCc2ccccc2)CC(=O)N1CC (centres undefined)	7	3	-2	-9	2	7	-11	4	10	9	10
O=C(CSc1ccccc1F)NC(=O)NC1CCCC1	-5	-18	-6	-5	-3	-4	-30	-36	-22	-20	-43
CC1CCCC1/C(=N/O)c1ccccc1 (centres undefined)	-15	-10	2	-2	-12	-12	0	7	-17	-12	7
Cc1ccc(Sc2cc(C(F)(F)F)nc(N(C)C)n2)cc1	5	-2	10	0	14	3	-2	2	-15	-32	-6
COc1ccc(/C=N/Nc2ncnc3c2[nH]c2ccccc23)c(OC)c1OC	-5	-17	-4	-8	-7	-4	1	-3	16	-38	7
Cc1ccccc1OCC(=O)NCCN(C)C	-1	-9	-1	-1	-12	-1	1	12	-23	-6	6
COc1ccc(CCNC(=O)CC(c2ccccc2)c2cc(C)ccc2O)cc1OC (centres undefined)	34	/	9	12	-12	-2	-3	2	26	/	-2
Cc1sc(NC(=O)C2CSC3(C)CCC(=O)N23)nc1-c1ccccc1 (centres undefined)	24	21	-9	-2	-12	2	7	6	15	7	-12
C=CCNc1nc(Cl)nc(Nc2ccc(OC)cc2)n1	-4	-15	-19	-5	0	-1	-31	-8	-44	-31	-10
CCn1c(SCC(=O)Nc2nccs2)nnc1-c1ccncc1	1	4	1	8	5	9	-18	7	-1	-11	4
CCN(CC)S(=O)(=O)c1ccc(C(=O)NNC2=NS(=O)(=O)c3ccccc32)cc1	0	-29	3	-5	5	0	-29	-10	12	-84	-3
CCc1ccccc1NC(=O)CN1CCN(CC(=O)NCc2ccc(Cl)cc2)CC1	-2	1	1	5	6	-9	5	17	8	-1	2
Cc1cnc2cc(Cl)c(Cl)cc2n1	0	-18	-2	-3	-11	-2	-23	6	-4	0	-2
CCOC(=O)CN1C(=O)N[C@@H](c2cccc(F)c2)C(C(C)=O)=C1C	7	17	-1	5	-11	-3	-2	-4	-8	6	-4
COc1ccc(S(=O)(=O)N(C)CC(=O)NCCN2CCOCC2)cc1C	25	-8	-10	-7	0	-6	-16	-6	-5	2	2
O=C(NNC(=O)c1cccc2ccccc12)c1ccco1	-14	-12	-1	0	-13	2	-9	6	5	-18	-8
Cc1csc(NC(=O)CSc2nnc(-c3ccoc3C)n2Cc2ccco2)n1	12	1	-12	-1	2	2	-21	12	13	12	18
Cc1noc(C)c1COC(=O)c1cccnc1Cl	6	10	-15	0	-3	4	-26	6	-13	-6	1
CCN(CC(=O)Nc1ccc(S(=O)(=O)N2CCCC2)cc1)CC(=O)Nc1ccccc1C(F)(F)F	-7	-10	-7	-10	-2	12	-8	12	4	-5	37
COc1cc(CNn2cn[nH]c2=S)cc(Cl)c1OCc1ccc(F)cc1	7	17	2	-7	11	-7	4	17	9	-3	9

Sorted by value in SRC1 inh (descending): some entries from above.
SMILES | SRC1 inh
CCN(CC(=O)Nc1ccc(S(=O)(=O)N2CCCC2)cc1)CC(=O)Nc1ccccc1C(F)(F)F | -8
Cc1csc(NC(=O)CSc2nnc(-c3ccoc3C)n2Cc2ccco2)n1 | -21
Cc1noc(C)c1COC(=O)c1cccnc1Cl | -26

(list continues)
SMILES	TWEAK Fn14 block	COUP-TFII inh	EBV LMP1 NFkB	NOD2 RIPK2 PPI	C8 TRAIL sens	TLR9-MyD88 block	SRC1 inh	NCOA3 inh	TROY NFkB inh	SRC2 inh	LRH-1 inv ag
COc1cc(/C=C(/C#N)c2ccccc2F)ccc1OCc1ccccc1	-12	2	-13	-3	-1	10	6	3	-19	0	-17
O=C(C[C@H]1C(=O)N(Cc2cccnc2)C[C@@H]1Cc1ccccc1)Nc1ccccc1	10	18	1	6	-10	3	0	-8	-13	-15	-32
Clc1ccc(COc2ccccc2CNCc2cccnc2)cc1	13	8	-4	9	17	-7	5	5	12	-2	-1
Cc1noc(C)c1S(=O)(=O)N(CC(=O)NCc1ccccc1)c1ccc(C(C)C)cc1	-6	-2	12	0	-2	8	-13	17	-14	1	-9
COc1ccc(C)cc1C(=O)CCC(=O)Nc1ccccc1N1CCOCC1	30	-3	7	5	16	0	0	6	8	8	-8
Cc1c(N=N/C(C(=O)Nc2ccccc2)=C(/O)c2ccccc2)c(=O)n(-c2ccccc2)n1C	2	20	8	1	1	-4	-19	-1	-31	11	-10
Cc1ccc(S(=O)(=O)NCC(=O)OCC(=O)c2cccs2)cc1	-4	-12	5	-11	2	-4	-1	14	9	10	9
COc1cc(-n2ccnc2SC)c(Cl)cc1Cl	-13	-3	-6	-4	-3	-3	-2	13	15	-30	-2
OCC1(Cc2ccc(F)cc2F)CCCN(CCCc2ccccc2)C1 (centres undefined)	-2	-7	2	-18	8	-9	0	11	-10	-1	-4
Nn1c(SCC(=O)Nc2cccnc2Cl)nnc1-c1ccccc1	-33	/	5	-8	-20	-7	1	11	-19	/	-8
CC(=O)NCCCc1nc2ccccc2n1Cc1ccccc1C	-1	5	10	1	10	-4	-18	3	-5	-11	-3
CC1CCCCC1NC(=O)CCn1c(=O)sc2ccccc21 (centres undefined)	-1	5	-2	-4	6	3	8	-8	-21	-15	-18
CN(C)CCCN1c2ccccc2Sc2ccc(Cl)cc21	-5&3	-12&-6	49*!	-7&6	4&0	-1&8	4&2	8&-13	-10&-6	-3&-15	-12&10
CS(=O)(=O)N(CC(=O)N1CCCCCC1)c1cccc(F)c1	4	7	7	-5	10	3	2	-1	-3	6	-14
Cc1cc(C)nc(N/N=C/c2ccccc2OCC(=O)O)n1	0	1	-8	-8	0	6	-19	-3	-7	-24	-6
Cc1ccc(NC(=O)CCNS(=O)(=O)c2ccc3c(c2)CCC(=O)N3)cc1	5	-2	6	-8	-1	-9	-17	-5	-7	22	-9
COc1ccccc1N1CCN(S(=O)(=O)CCNC(=O)CC2CCCC2)CC1	34	5	-26	-7	-3	-1	-18	-19	6	19	16
COc1cccc(NC(=O)CN(C)C(=O)CNC(=O)c2ccc(Oc3ccccc3)cc2)c1	-21	-9	-7	-4	2	-11	-47	-37	-26	-24	-25
CCCCN(C(=S)Nc1cccc(C)c1C)c1c(N)n(CCC)c(=O)[nH]c1=O	1	2	-1	5	5	-2	-6	15	5	-45	5
Cc1cccc(NC(=O)C2CC(=O)n3ncnc3N2)c1 (centres undefined)	14	-14	0	3	6	/	6	-5	4	-32	15
C[C@H](NC(=O)c1ncn2c1c(=O)[nH]c1ccc(Br)cc12)c1ccccc1	-37	-11	-57	-8	91*	-2	-18	3	11	11	9
Nc1cc(Br)c(N)c(Br)c1	10	-11	-9	1	-1	6	-75	-14	14	-21	3
Cc1cc(C)cc(NC(=O)C2C3C=CC4(O3)C2C(=O)N(CCCN(C)C)C4C(=O)NC2CCCC(C)C2C)c1 (centres undefined)	-12	20	-2	-3	-2	-1	-15	5	6	4	-10
Cc1cccc(C(=O)Nc2nnc(Cc3ccccc3)s2)c1	-25	-27	10	10	0	5	-20	3	-11	14	-12
CCOc1ccc(CN(C)CC(=O)Nc2ccccc2C(=O)NC2CC2)cc1	-2	2	5	-9	-2	-2	12	28	-11	-35	12
O=C(Nc1ccccc1)c1ccc(=O)[nH]n1	1	-14	2	-5	-17	-5	0	-19	-22	20	10
Cc1ccc(-n2c(SCC(=O)NCc3ccco3)nnc2-c2cccnc2)c(C)c1	3	-21	2	-11	-3	8	-3	2	-6	6	-11
O=C(O)c1ccc2c(c1)S(=O)(=O)c1ccccc1C2=O	0	/	-1	-9	3	-10	-3	-5	2	/	7
Cc1ccc(C)c(N(C(=O)Cn2nnc3ccccc32)C(C(=O)NC(C)(C)C)c2ccsc2)c1 (centres undefined)	5	-7	2	1	-4	-1	9	-4	4	-1	-23
CCCn1c(SCC(=O)NCc2ccco2)nnc1C(C)C	2	-9	-4	-8	-1	-3	-9	0	24	13	8
COc1ccc(OC)c(/C=C/C(=O)N(C)CC(=O)Nc2ccc(N3CCOCC3)cc2)c1	-35	17	-2	-1	-11	7	-2	3	4	10	12
CC(=O)n1nc(-c2cccnc2)nc1N	-10	-6	-15	-7	-7	0	-9	-2	6	-12	-10
CC(=O)NC(Cc1ccc(F)c(F)c1)C(=O)NC1CCN(c2nnnn2-c2ccccc2)CC1 (centres undefined)	-15	18	1	-3	0	-8	5	7	19	8	18
CC1CCN(CC(=O)Nc2ccc(Br)cc2[N+](=O)[O-])CC1	-34	-7	-7	0	2	13	1	8	-51	-15	-5
CCOc1cccc(C(=O)N2CCCCC2c2cccnc2)c1 (centres undefined)	-10	-6	-1	1	-19	3	-2	4	1	-10	14
COC(=O)C1=C(C)NC(=O)NC1c1ccc(OC)c(OC)c1 (centres undefined)	-5	9	1	1	-12	-4	-20	-17	15	-44	7
COCCNC(=O)CN1C(=O)c2cccc3cccc1c23	7	-20	-8	10	2	7	-21	-3	-8	5	14
CCOC1CCCc2oc(-c3ccc(OC)cc3)c(C#CCCO)c21 (centres undefined)	18	9	/	-1	-7	/	/	/	0	-3	-2
COc1ccc(C(C)C)cc1S(=O)(=O)Nc1ncn[nH]1	28	16	-1	-8	8	-11	-40	-12	6	2	-6
COc1ccc(C(=O)COC(=O)c2ccc3c(c2)NC(=O)CS3)c(OC)c1	-15	-18	10	0	12	12	6	-3	37	23	-1
COc1ccc(OC)c2sc(NC(=O)CCSc3ccccc3)nc12	20	6	-1	1	-1	-3	10	2	-7	-14	15
CC(NS(=O)(=O)c1ccc(Br)cc1)C(=O)NCC1CCCO1 (centres undefined)	16	-1	5	-9	-8	-14	2	-9	-6	-20	6
